Assay outcomes (PubChem BioAssay)
TTR transcr act: TTR transcription activators in neuroblastoma reporter cells, primary screen, cell-based, luminescence, SH-SY5Y, TTR promoter Gaussia luciferase | activation, % at 16.7 µM | AID 1117267, 2014 | 100% = recombinant luciferase protein wells | 92,000 compounds, 1.3% hits;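 active = activation above the mean of all tested compounds plus 3 SD, cut at about 9.5% in these data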;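 note: cells exposed to compounds for one day before reading; 0% = median of all test compound wells on the plate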
* = called active by the depositor.

smiles,TTR transcr act
CCOCCCNC(=O)c1cccc(OC2CCN(S(C)(=O)=O)CC2)c1,-0.7
COc1ccc(C)cc1NC(=O)CN(c1ccccc1)S(C)(=O)=O,1.4
CC(=O)Nc1ccc(S(=O)(=O)NCCCN2CCN(Cc3ccccc3)CC2)cc1Cl,0.8
CCCCOc1ccc(C(=O)NN2C(=O)NC3(CCCCC3)C2=O)cc1OC,-0.5
CCCSc1nnc(Sc2nnnn2-c2ccccc2)s1,5.2
COc1ccccc1N(C(=O)c1ccco1)C(C(=O)NC1CCCC1)c1ccc(N2CCOCC2)cc1 (stereo not given),2.0
COc1ccc(C(=O)NCC(=O)OCCCOC(=O)CNC(=O)c2ccc(OC)c(OC)c2)cc1OC,1.2
COc1cc(NC(=O)Nc2ccc(C)cc2)cc([N+](=O)[O-])c1,-2.6

(further entries)
smiles,TTR transcr act
NC(=S)Nc1ccc(Oc2ccc(NC(N)=S)cc2)cc1,3.6
COc1ccccc1NS(=O)(=O)c1cccc(C(=O)N/N=C(/C)c2ccc(-n3ccnc3)cc2)c1,1.6
C[C@@H]1CN([C@H](C)CO)S(=O)(=O)c2ccc(Br)cc2O[C@@H]1CN(C)C(=O)CN1CCOCC1,1.6
O=C(Nc1nccs1)C1CCN(S(=O)(=O)c2c(Cl)cccc2Cl)CC1,-4.9
COc1ccc(OC)c(S(=O)(=O)NCc2cn3ccsc3n2)c1,4.0
OCCNC(=S)NCc1ccccc1,-1.2
NC(=O)C[N+]1(CC#CC(O)(c2ccccc2)c2ccccc2)CCCC1,1.6
Cc1csc2ncnc(N3CCN(C(=O)Nc4ccc(OC(F)(F)F)cc4)CC3)c12,-4.8

The results go on:
smiles,TTR transcr act
CCN(CCNC(=O)C1CCN(S(=O)(=O)c2cccc3nsnc23)CC1)c1ccccc1,-1.5
CCOC(=O)N1C(=O)C[C@](Sc2ccc(C)cc2)(C(=O)OC)[C@H]1c1ccccc1,-2.5
CCOc1ccc(-c2csc(NC(=O)CSC3=NC(=O)CN3C(C)=O)n2)c2ccccc12,-3.0
OCCOCCOc1ccccc1OCCOCCO,0.9
COC(=O)c1ccccc1NC(=O)CN(C)Cc1ccccc1,-1.5
Nc1ccc(C(=O)N/N=C/c2sc(N3CCOCC3)nc2-c2ccccc2)cc1,2.6
CCOC(=O)Nc1nc(-c2ccc(Cl)cc2Cl)cs1,0.1
COc1ccc([N+](=O)[O-])cc1NS(=O)(=O)c1ccc(Cl)c(C(=O)Nc2sc3c(c2C#N)CCCCC3)c1,7.5

Six of the entries above in order of the TTR transcr act value, rising.
structure	TTR transcr act
CCOc1ccc(-c2csc(NC(=O)CSC3=NC(=O)CN3C(C)=O)n2)c2ccccc12	-3.0
CCOC(=O)N1C(=O)C[C@](Sc2ccc(C)cc2)(C(=O)OC)[C@H]1c1ccccc1	-2.5
COC(=O)c1ccccc1NC(=O)CN(C)Cc1ccccc1	-1.5
CCOC(=O)Nc1nc(-c2ccc(Cl)cc2Cl)cs1	0.1
OCCOCCOc1ccccc1OCCOCCO	0.9
Nc1ccc(C(=O)N/N=C/c2sc(N3CCOCC3)nc2-c2ccccc2)cc1	2.6

Additional results
smiles,TTR transcr act
CCOc1cc(NC(=O)c2ccco2)c(OCC)cc1NC(=O)Cc1cccc(OC)c1,-2.1
CCOC(=O)c1c(C)[nH]c(C)c1C(=O)COC(=O)c1ccccc1O,1.4
COc1cccc(CNC(=O)CCC2CCCN(Cc3ccc(OC(F)F)cc3)C2)c1 (stereo not given),-1.4
O=C(NC(=S)NNC(=O)c1ccccc1O)c1cccc([N+](=O)[O-])c1,-0.9
COc1ccc(CNC(=O)C2CC(=O)N(C3CCCC3)C2)cc1 (stereo not given),5.0
CN(NS(=O)(=O)c1ccc(Cl)cc1)c1nc(C(F)(F)F)nc2ccccc12,-0.5
CC(C)N(C)CCOC(=O)c1ccccc1Br,-1.0
C=CCN1C(=O)[C@H](CC(=O)NCCCC)[C@@]2(C(=O)OCC)CCCC=C12,-0.4

Next section, starting with the last six of the part before.
smiles,TTR transcr act
COc1cccc(CNC(=O)CCC2CCCN(Cc3ccc(OC(F)F)cc3)C2)c1 (stereo not given),-1.4
O=C(NC(=S)NNC(=O)c1ccccc1O)c1cccc([N+](=O)[O-])c1,-0.9
COc1ccc(CNC(=O)C2CC(=O)N(C3CCCC3)C2)cc1 (stereo not given),5.0
CN(NS(=O)(=O)c1ccc(Cl)cc1)c1nc(C(F)(F)F)nc2ccccc12,-0.5
CC(C)N(C)CCOC(=O)c1ccccc1Br,-1.0
C=CCN1C(=O)[C@H](CC(=O)NCCCC)[C@@]2(C(=O)OCC)CCCC=C12,-0.4
CCOc1ccc(-n2cc(C(=O)N3CCCCCC3)c3cc(OC)c(OC)cc3c2=O)cc1,1.4
Cc1ccccc1C(=O)n1ccc2ccc(-c3ccc4ccn(Cc5ccc(C#N)cc5)c4c3)cc21,1.0
CCCNC(=O)c1cc(C2CCCN(S(=O)(=O)c3ccccc3)C2)on1 (stereo not given),2.1
CCC[C@H]1[C@@H](OC(=O)NCc2ccc(OC)cc2)CC[C@@]23CCCN2C(=O)CCC[C@@H]13,3.8
CC1(C)CC(=O)C=C(c2ccccc2-c2ccc(S(C)(=O)=O)cc2)C1=O,1.6
O=C(O)CCn1nnc(-c2ccccc2)n1,0.2
Cc1ccc(Cn2ccnc2C(=O)Nc2ccccc2)cc1,0.9
Cc1ccc(NC(=O)c2cc(-c3ccccc3)nn2-c2ccccc2)c(Br)c1,2.8

More entries
smiles,TTR transcr act
CC1CN(C(=O)/C(C#N)=C2\N=C(NC(=O)c3ccccc3Cl)c3ccccc32)CC(C)O1 (stereo not given),-0.8
CCCOc1ccc2[nH]c(C(=O)N/N=C/c3cc(OC)c(OC)c(OC)c3)cc2c1,0.1
CCC1=NN2C(=N)/C(=C\c3ccc(OCc4cc(=O)n5nc(CC)sc5n4)c(OC)c3)C(=O)N=C2S1,-1.7
COc1ccccc1CN(Cc1nc2ccccc2c(=O)[nH]1)S(=O)(=O)c1ccc(C)cc1,-2.4
CC(C)N1CCC(N2CCN(Cc3nc4ccccc4s3)CC2CCO)CC1 (stereo not given),1.2
COc1ccc(NC(=O)C2CCN(C(=O)c3cccs3)CC2)cc1,2.3
Cc1ccc2[nH]c(C(=O)N3CCCCC3)cc2c1,1.9
COc1cc(/C=N/O)cc(Br)c1OS(=O)(=O)c1ccc(C)cc1,2.6

(listing goes on)
smiles,TTR transcr act
Cc1ccc(Oc2ncccc2N)c2c1CCC2,3.0
CCc1ccccc1NC(=O)c1cccc(Oc2ccc([N+](=O)[O-])cc2Cl)c1,1.1
CCOC(=O)C1(Cc2ccccc2C)CCCN(C(=O)CN2C(=O)CSC2=O)C1 (stereo not given),0.4
CC(=O)N1c2ccc(S(=O)(=O)N3CCCC(C(=O)Nc4ccc(C)cc4)C3)cc2CC1C (stereo not given),-0.6
COc1ccc(CC(=O)Nc2ccc(S(=O)(=O)N(C)C)cc2)cc1OC,0.6
CC(C)C[C@H]1CN([C@@H](CC(C)C)CN2CCCC2CN2C(=S)NC[C@@H]2Cc2ccc(O)cc2)C(=S)N1CCc1ccccc1 (stereo not given in full),0.5
CCc1nnc(NC(=O)c2sc3nc(C)cc(COC)c3c2N)s1,-2.4
COc1ccc(/C=N/Nc2nc(C)cc(-c3ccccc3)n2)c(OC)c1,-0.8

(list continues)
smiles,TTR transcr act
CC(C)=C1C2CCC1C(C(=O)Nc1sc(C)c(-c3ccc(C(C)C)cc3)c1C(N)=O)C2C(=O)O (stereo not given),-1.8
NC(=O)N=Nc1c2[nH]c3ccccc3nc-2c2ccccc12,4.5
CCCCNC(=O)CCSc1ccc(C)cc1,1.0
CCOc1ccc(/C=N/OCC(=O)NCc2ccco2)cc1,-2.8
O=C(CCC1N=C2c3ccccc3N=C(SCC(=O)NCc3ccco3)N2C1=O)NCc1ccco1 (stereo not given),-0.8
COc1cc(NC(=O)CSc2ccc(-c3ccco3)nn2)cc(OC)c1,3.3
Cc1cc(NC(=O)c2ccccc2Cl)n(C(C)(C)C)n1,1.2
CC(=O)C1CCC2C(CCC3=CC(=O)CCC32)C1 (stereo not given),2.2

The results go on:
smiles,TTR transcr act
CC(NC(=O)COC(=O)Cc1ccsc1)C1CC2CCC1C2 (stereo not given),2.0
Cc1cc2nc(C(F)(F)F)cc(-c3cccs3)n2n1,-0.8
CS(=O)(=O)N(CC(=O)NCC1CCCO1)c1ccc(Cl)c(Cl)c1 (stereo not given),-0.1
CCOc1ccc2nc(NC(=O)c3cc([N+](=O)[O-])ccc3N3CCOCC3)sc2c1,-0.7
CNC(=S)N=Nc1c(O)[nH]c2ccc(C(C)C)cc12,-3.0
Nc1ncnc(N)c1NC(=O)c1ccc(OCc2ccccc2)cc1,-0.1
CC(=O)Nc1cccc(OCC(=O)NS(=O)(=O)c2ccc(Cl)cc2)c1,-0.7
CCCC(=O)N1CCCC1(C)C(=O)Nc1ccc(OC(F)F)cc1 (stereo not given),0.7

Later entries.
compound | TTR transcr act
O=c1[nH]ncc(N/N=C\c2ccncc2)c1Cl | 2.1
N#CCSc1nnc(COc2ccc3ccccc3c2)o1 | 2.0
C[n+]1cccc2c(Br)ccc([O-])c21 | -7.2
CSc1nc(-c2ccc(C)cc2)nc(N)c1C#N | -1.4
CCc1ccc(-n2c(SCc3c(C)noc3C)nnc2-c2ccncc2)cc1 | -2.4
Cc1ccc([C@@H]2CC(=O)[C@@H]3CN(S(=O)(=O)c4ccc(C)cc4)[C@H](c4ccccc4F)C[C@@H]3N2S(=O)(=O)c2ccc(Cl)cc2)cc1 | 3.5
Cn1ncc(Cl)c1C(=O)NCc1ccc(Cl)cc1 | -0.2
CN(Cc1nc2ccc(F)cc2[nH]1)C(=O)C1CCC(=O)N(C2CC2)C1 (stereo not given) | 0.5
O=C(Nc1ncc([N+](=O)[O-])s1)C1CC(=O)N(c2ccc(F)cc2)C1 (stereo not given) | 1.8
Cc1nonc1OCCNc1ccc([N+](=O)[O-])cc1 | 8.0
Cc1cc(C(=O)N/N=C(\CCC(=O)O)c2cccs2)c2ccccc2n1 | -2.5
O=C1CC(c2ccccc2)c2c(O)cc(O)cc2O1 (stereo not given) | 1.2
COc1ccc(C2N(C(=O)CN3CCCC3)CCCN2S(=O)(=O)c2ccccc2)cc1 (stereo not given) | -1.5
Cc1cc(Cl)ccc1OCCn1cncn1 | 1.1
CSCC(CO)NS(=O)(=O)c1ccc(C)cc1 (stereo not given) | -2.2
Cc1ccc(CNC(=O)CS(=O)(=O)c2ccccc2)cc1 | 2.2
CCC(=O)N1c2ccc(S(=O)(=O)N3CCN(C)CC3)cc2CC1C (stereo not given) | -1.1
COc1ccc(C(=O)Nc2c(N)nc[nH]c2=O)cc1 | 6.0
COc1ccc(-c2nnc3ccc(SCC(=O)NCc4ccco4)nn23)cc1 | -0.6
Oc1c(Cl)cc(Cl)cc1/C=N/c1ncn[nH]1 | 6.0

Additional records
compound | TTR transcr act
COCCN(Cc1cc2cc3c(cc2nc1Cl)OCO3)C(C)=O | 0.3
CC(C)c1ccc(NC(=O)C2C3C=CC4(CN(Cc5cccnc5)C(=O)C24)O3)cc1 (stereo not given) | 0.2
CC1CCCC(C)N1C(=O)COc1cccc(Oc2ccccc2)c1 (stereo not given) | 0.6
COc1ccc(NC(=O)COC(=O)CCCOc2ccc(Cl)cc2Cl)cc1Cl | 0.9
O=C(c1ccc(Cl)cc1)N1CCN=C1c1ccccc1 | 3.4
O=C(Nc1nc(-c2ccccc2)cs1)c1ccco1 | 2.4
COc1ccc(CCN(C)C(=O)C2CCN(Cc3ccc(C)cc3)CC2)cc1OC | 0.0
CS(=O)(=O)N(CC(N)=O)c1ccc(F)c(Cl)c1 | 5.7
COc1ccccc1CNC(=O)C1CC2Cn3c(nc4ccccc43)C2N1C (stereo not given) | 0.5
CC(=O)c1c(C)oc2ccc(NS(=O)(=O)c3ccc(C)cc3)cc12 | -2.5
CCOC(=O)C(=CNc1cc(OC)ccc1-n1cccc1)C(=O)OCC | -1.7
Cc1cscc1-c1nc(NCC2CC2)nc2ccsc12 | 1.1
COC(=O)c1cccn(CC(=O)c2ccc(Cl)cc2Cl)c1=O | 2.2
S=C(CSc1ccccc1)Nc1cccc2ccccc12 | 2.9
COc1ccc2[nH]c(=O)c(CN(c3ccccc3OC)S(=O)(=O)c3ccccc3)cc2c1 | -2.3
CCCCC1=NN(C(=O)c2cccnc2)C(O)(C(F)(F)F)C1 (stereo not given) | 0.7
CCc1nnc(NCn2nc(C)cc2C)s1 | -1.0
CCCNC(=O)CSc1ccc(S(=O)(=O)N2CCCC2)cn1 | 1.4
CC1(C)CC(NC(=O)c2cccc(S(=O)(=O)N(Cc3ccccc3)c3ccccc3)c2)CC(C)(C)N1 | -2.4
O=C(COC(=O)c1cccc(S(=O)(=O)N2CCc3ccccc32)c1)Nc1ccc(Cl)cn1 | -1.3

Continued.
compound | TTR transcr act
O=C(N/N=C/c1cccc([N+](=O)[O-])c1)c1cc(-c2ccc3c(c2)OCO3)n[nH]1 | 9.1
Cc1ccc(S(=O)(=O)N2C[C@H]3[C@H]4C(=O)N(c5ccccc5)C(=O)[C@H]4C[C@H](OC(=O)NCC4CCCCC4)[C@@]3(O)C2)cc1 | -1.6
CCOC(=O)C1CCN(CCC(=O)Nc2ccc(Br)c(C)c2)CC1 | -0.6
O=S(=O)(c1cccc2nonc12)N1CCN(c2ccc(F)cc2)CC1 | -0.8
NC(=S)N1N=C(c2ccccc2)CC1=O | 2.0
COc1cccc(NC(=O)CCC2CCN(C(=O)c3sccc3C)CC2)c1 | -2.0
O=C(c1ccco1)N(Cc1ccc([N+](=O)[O-])cc1)c1ccc(Br)cc1 | -1.9
COc1cc(CNCc2cccs2)ccc1OCc1ccccc1 | 0.7
COc1cccc(NC(=S)N(CCN(C)C)C(C)c2ccncc2)c1 (stereo not given) | -0.4
CN(c1ccccc1)c1ncccn1 | -0.4
CCCCCCc1ccc(N2C[C@H](C)[C@@H](CC(=O)NCc3ccccc3)C2=O)cc1 | -4.0
Cc1ccc(N(CC(=O)NCc2ccco2)C(=O)CCC(=O)Nc2nccs2)c(C)c1 | -0.4
O=C(CSCc1ccccc1Cl)NN=C1CCCCCC1 | 1.1
COc1ccc(-n2c(=O)cc(N3CCN(c4ccccc4OC)CC3)[nH]c2=O)cc1 | -0.8

Only part of the results is shown. The share of hits here may be higher or lower than overall.
